Screens deposited in PubChem by The Scripps Research Institute Molecular Screening Center.
SRC3 TRFRET art: counter-screen for PPARgamma SRC-3 recruitment agonists: TR-FRET artefact | PPARgamma/SRC-3 format; active compounds read high | TR-FRET ratio at 8 µM | hit rate 0.39% among 99,000 | AID 1048; in the data active means TR-FRET ratio above about 2000; further: inactives centre near 1600; reference of the scale not given here
SRC1 TRFRET art: flags TR-FRET format artefacts in PPARgamma SRC-1 recruitment agonist screen. TR-FRET detection artefact counter-screen, emission ratio; active compounds read high. TR-FRET ratio at 8 µM. AID 1051. hit rate 0.34% among 99,000; in the data active means TR-FRET ratio above about 2300; further: inactives centre near 1800; reference of the scale not given here
An asterisk follows results filed as active. This is a subset; rates above refer to the full screens.

molecule,SRC3 TRFRET art,SRC1 TRFRET art
CC(C)N(Cc1nc(-c2ccc(Cl)cc2)no1)Cc1nccn1C,1632,1781
O=C1OC(/C=C/c2ccc(Cl)cc2)=NC/1=C/c1ccco1,1769,2104
COc1cc(NC(=S)N2CCCCC2C)c(OC)cc1Cl (stereo not drawn),1546,2028
CCc1cc2c(=O)c(-c3cnn(-c4ccccc4)c3)c(C)oc2cc1OCC(=O)Nc1ccc(F)c(F)c1,1705,1722
CNS(=O)(=O)c1cccc(C(=O)OCC(=O)Nc2ccccc2F)c1,1643,1893
CC(=O)c1sc2nc(=O)c(C)nn2c1C,1468,1650
CC1CCN(C(=O)c2ccc(CSc3nc4ccncc4n3Cc3ccc(F)cc3)cc2)CC1,1620,1660
Cc1ccc(S(=O)(=O)N(C)C)cc1NC(=S)NC1CCCC(C)C1C (stereo not drawn),1604,1972
CCOCCOC(=O)C(C)Oc1ccc(Oc2nc(Cl)ccc2Cl)cc1 (stereo not drawn),1461,1866
O=C(O)c1ccc2c(c1)C(=O)N(c1cccc(-c3nc4ccccc4s3)c1)C2=O,1566,1832
O=[N+]([O-])c1ccc(N2CCOCC2)cc1SCc1ccco1,1639,1991
CCCCNC(=S)Nc1cccc2cnccc12,1676,1793
COc1ccc(NC(=O)C2CCN(C(=O)Cc3ccccc3)CC2)c(OC)c1,1753,1736
COc1ccc(OC)c(CN2CCN(CCc3ccccc3)C(CCO)C2)c1 (stereo not drawn),1572,1874
CCn1cc(C(=O)NCCCN(C)c2ccccc2)c(=O)c2cc(S(=O)(=O)N(C)C)ccc21,1622,1784
Oc1ccc(Cl)cc1CNn1cnnc1,1562,1966
CCOc1ccccc1NC(=O)C(=O)N/N=C/c1ccc([N+](=O)[O-])cc1,1579,1698
Cc1ccc(CNC(=O)[C@H](C)[C@H]2C[C@]2(C)[C@H](NC(=O)OCc2ccccc2)c2ccccc2)o1,1182,1413
Cc1cc(=O)oc2cc(OCc3ccc(C(=O)OCC(=O)Nc4ccccc4OC(F)F)cc3)ccc12,1600,1743
COc1ccc(C2=NNC(=O)CC2)cc1,1585,1635
O=C(c1ccc(COc2ccc(Cl)cc2)cc1)N1CCCCC1,1598,1723
O=C(COC(=O)C12CC3CC(CC(C3)C1)C2)Nc1nccs1,1449,1596
Cc1cccc(NC(=O)COC(=O)c2cccc3c2C(=O)c2ccccc2C3=O)c1C,1560,1740
Cc1ccccc1NC(=O)Cn1c(NCC(C)O)nc2ccccc21 (stereo not drawn),1745,2017
O=C(c1ccccc1)N(C1=NCCCCS1)c1ccccc1,1771,1920
Cc1cc(Nc2ccccc2O)c2ccccc2n1,1647,1791
COc1cccc(COCC(O)Cn2cnc3cc(C)c(C)cc32)c1 (stereo not drawn),1797,2043
Cc1cc(-c2ccco2)n(CC(=O)NCCCc2ccccc2)n1,1322,1502
NC(=O)c1nnsc1Sc1c(C(N)=O)nnn1-c1cccc(N)c1,1747,1938
COc1ccc2c(c1)CC/C2=N\OC(=O)c1cccc(C)c1,1523,2068
CCn1c2ccccc2c2cc(/C=N/NC(=O)c3cc(O)cc(O)c3)ccc21,1758,1737
Cc1c(NC(=O)CSc2nnc(Nc3ccccc3)s2)c(=O)n(-c2ccccc2)n1C,1615,1998
Cc1cc(N2CCN(Cc3cn(C)nc3-c3ccccc3F)CC2)cc(C)n1,1560,1815
COC(=O)Cc1ccc(NC(=S)NCc2ccc(Cl)cc2)cc1,1792,1829
CCCCNC(=S)Nc1cccc(C(C)=O)c1,1455,1563
CNS(=O)(=O)c1cccc(C(=O)OCc2cc(C(C)=O)ccc2OC)c1,1355,1838
Cc1cc(-c2csc(NC(=O)c3ccc(=O)[nH]c3)n2)c(C)n1Cc1ccccc1,1748,2210
O=C(NC1=NCCS1)c1sc2cc(F)ccc2c1Cl,1821,1749
Cn1c(NC(=O)/C=C/c2ccccc2)cc(=O)n(C)c1=O,1453,1489
Cc1ccccc1C(=O)OC1OC(=O)C(Cl)=C1Nc1ccccc1 (stereo not drawn),1633,1660

Record cards, as listed above. Values in the order: SRC3 TRFRET art | SRC1 TRFRET art
CC(=O)c1sc2nc(=O)c(C)nn2c1C is entered as 1468 | 1650
Cn1c(NC(=O)/C=C/c2ccccc2)cc(=O)n(C)c1=O is entered as 1453 | 1489
CCn1cc(C(=O)NCCCN(C)c2ccccc2)c(=O)c2cc(S(=O)(=O)N(C)C)ccc21 is entered as 1622 | 1784

Next section.
molecule,SRC3 TRFRET art,SRC1 TRFRET art
CCCCN(CC)C(=O)c1ccccc1Oc1ccccc1,1485,1936
COc1ccc(CNC(=O)c2cccnc2SC)cc1OC,1481,1755
COCCn1c(N)c(N(Cc2ccccc2)C(=O)c2cc3ccccc3o2)c(=O)[nH]c1=O,1446,1598
CC(C)C1COC(c2cccc3ccccc23)=N1 (stereo not drawn),1569,1680
CCOC(=O)CCC(=O)Nc1cccc([N+](=O)[O-])c1,1687,2026
COC(=O)Cn1cc(/C=C(/C#N)C(=O)N2CCOCC2)c2ccccc21,1429,1786
O=C(CC1SC(=O)N(Cc2ccc(Cl)cc2)C1=O)Nc1nccs1 (stereo not drawn),1374,1534
CC1CN(C)C(C)C/C1=N/Oc1ccccc1[N+](=O)[O-] (stereo not drawn),1582,1705
OCC1(CCOc2ccccc2)CCN(C2Cc3ccccc3C2)CC1,1558,1419
CN(C)CCSc1nc(N)c2c3c(sc2n1)CN(C)CC3,1486,1946
Cc1ccc2nc(-c3cccs3)oc(=O)c2c1,1620,1832
NC(=O)C(CC(=O)O)NC(=O)[C@@H]1CCCCNc2c(I)cc([N+](=O)[O-])cc2C(=O)N[C@@H](CO)C(=O)NCC(=O)N1 (stereo partly drawn),1532,1736
CCC(=O)NC(=S)Nc1ccc(NC(=O)c2ccc(OC)cc2)cc1,1653,1765
COc1ccc(-c2csc3nc(-c4cccnc4)nc(N4CCC(C(N)=O)CC4)c23)cc1OC,1434,1708
CCCCNC(=O)CC1S/C(=N/N=C/c2ccc(OC)cc2)NC1=O (stereo not drawn),1573,1976
COc1ccc(N2CCN(C(=S)NCc3ccccc3)CC2)cc1,1497,1764
Cc1ccc(NC2CC(=O)N(c3cccc([N+](=O)[O-])c3)C2=O)cc1 (stereo not drawn),1392,1790
S=C(NCC1CCCO1)N1CCN(Cc2ccccc2Cl)CC1 (stereo not drawn),1535,2016
O=c1/c(=C\c2ccc(F)cc2)sc2n1CCCN=2,1638,1808
Cc1ccc(-n2cccn2)c(CN2CCC(CO)(CCc3ccccc3)CC2)c1,1604,1788
Cc1cccc(N2CCN(C(=O)c3ccccn3)CC2C)c1 (stereo not drawn),1519,1757
Nc1cccc([N+](=O)[O-])c1,1314,1985
CC(=O)Nc1nc(C(=O)O)cs1,1701,1855
Cc1ccc(C(=O)N/C(=C\c2ccc3c(c2)OCO3)C(=O)Nc2ccc(C(=O)O)cc2)cc1,1605,1850
O=C(COc1ccccc1[N+](=O)[O-])Nc1ccc(CN2CCOCC2)cc1,1605,1646
O=C(CNCc1ccccc1)Nc1ccccc1-c1ccccc1,1616,1998
COc1cc(NC(=O)COC(=O)CC(C)(C)C)c(C)cc1[N+](=O)[O-],1594,1744
CC12COC3(P(=O)(c4ccccc4)c4ccccc4)CC1CCC23CP(=O)(c1ccccc1)c1ccccc1 (stereo not drawn),1450,1697
Cc1cc(=O)oc2cc3c(cc12)OCCO3,1691,1949
CC1Cc2ccccc2N1C(=O)Cn1cnc2ccccc2c1=O (stereo not drawn),1552,1941
CCOCCCNC(=O)CCC(=O)NNc1nc2ccccc2c2nc(C)nn12,1684,1899
CCn1c(SCC(=O)N2c3ccccc3CCc3ccccc32)nnc1-c1ccc(OC)cc1,1685,1694
COC(=O)c1c(NC(C)=O)sc(C(=O)Nc2ccccc2OC)c1C,1575,1935
Cc1ccc(C(=O)Nc2cccc(C(=O)NCc3ccccc3)c2)o1,1600,1970
Oc1cccc2ccc[n+](CC(O)Cn3c4ccccc4c4ccccc43)c12 (stereo not drawn),1610,1731
CC(=O)c1c(N2CCN(Cc3ccccc3)CC2)nc(=S)n(Cc2ccccc2)c1C,1487,1695
O=C(COC(=O)c1ccccc1C(=O)c1ccc(Cl)cc1)NCc1ccccc1,1938,2105
O=C(COC(=O)CCCSc1nc2ccccc2[nH]1)Nc1ccc(Cl)cc1,1706,1624
COc1ccc(/C=N/NC(=O)c2ccncc2)cc1CSc1nc2ccccc2s1,1574,1974
CC(C)CCN1CCN(Cc2ccsc2)CC1CCO (stereo not drawn),1556,1493
CS(=O)(=O)N(C(=O)NC(=O)NC12CC3CC(CC(C3)C1)C2)C1CCCCC1,1659,2010
O=C(C1CCN(S(=O)(=O)N2CCOCC2)CC1)N1CCN(c2ccccc2F)CC1,1660,1821
COc1cccc(CNC(=O)CCC2CCCN(C3CCOCC3)C2)c1 (stereo not drawn),1612,1803
CC(C)c1ccc(N=C2NN=C(c3cccs3)CS2)cc1,1457,1609
O=C(c1cccc(Oc2ccccc2)c1)N1CCN(c2ccccn2)CC1,1602,1848
CC(CC(=O)N1CCN(c2ccccc2)CC1)c1ccccc1 (stereo not drawn),1309,1676
Cc1ccc(-c2nnc(SCC(=O)Nc3cccc(C(=O)N4CCOCC4)c3)n2C)cc1,1420,1555
COc1ccc(NC(=O)Cn2c(=O)n(-c3ccc(OC)cc3OC)c(=O)c3c(C)c(C)sc32)cc1,1600,1758
CN1CCN(C(=O)C2=C[C@@H](c3ccc(C(F)(F)F)cc3)C[C@@H](OCc3ccc(CO)cc3)O2)CC1,1451,1693
Cc1cc(C(F)(F)F)n(-c2nc(C(=O)NNS(=O)(=O)c3ccccc3[N+](=O)[O-])cs2)n1,1284,1782

Continued:
molecule,SRC3 TRFRET art,SRC1 TRFRET art
O=C(NN=C1CCC(c2ccccc2)CC1)c1cc2c(s1)CCCC2 (stereo not drawn),1528,1975
O=C(Cn1cc(C(=O)c2ccco2)c2ccccc21)Nc1ccccc1F,1362,1624
CCN1C(=O)/C(=C\c2nc3ccccc3c(=O)n2CC)c2ccccc21,1595,2172
COc1ccc(N2CCN(C(C)C(=O)Nc3nnc(C)s3)CC2)cc1 (stereo not drawn),1580,1759
COc1ccccc1CNC(=O)[C@@H]1CCCN1C(=O)C1CCN(S(=O)(=O)c2ccc(C)cc2)CC1,1472,1752
CC(=O)N1CCN(C(=S)Nc2ccc(SC(F)F)cc2)CC1,1696,1836
Cn1cc(C=O)c2cc(S(=O)(=O)N3CCOCC3)ccc21,1708,2073
O=C(COc1ccccc1)NN1C(=O)CSC1=S,1410,1670
COCCNC(=S)N/N=C(\C)c1ccccc1O,1822,1640
COc1ccc(OCCN2C(=O)NC3(CCc4ccccc4C3)C2=O)cc1 (stereo not drawn),1705,2180
O=C(Cn1ccc(C(F)(F)F)n1)N=Nc1c(O)[nH]c2ccccc12,1503,1909
Cc1cccc(C)c1NC(=O)COn1nnc2ccc(C(F)(F)F)cc21,1370,1889
Cc1nc2ccccc2nc(C)c1=NOCc1cccc(Cl)c1,1302,1774
COc1cc(C)ccc1OCCOCCOc1ccccc1[N+](=O)[O-],1580,1792
COC(=O)C1CCN(C(=O)COC(=O)CCc2nc3ccccc3c(=O)[nH]2)CC1,1770,1718
O=C(COC(=O)CNC(=O)c1ccco1)NCc1ccc(F)cc1,1504,1712
COc1ccc(N2C(=O)C(CC(=O)O)S/C2=C\C(C)=O)cc1 (stereo not drawn),1736,1954
CC(C)(C)OC(=O)C(Cc1ccc(OC(C)(C)C)cc1)NC(=O)CNC(=O)OCc1ccccc1 (stereo not drawn),1485,1707
CCOC(=O)CCNC(=O)N1CCCC(CNS(=O)(=O)c2cccs2)C1 (stereo not drawn),1479,1628
O=C(CCSc1ccccc1Cl)Nc1cccc([N+](=O)[O-])c1,1442,1646

Reprinted at random: four entries already listed.
molecule,SRC3 TRFRET art,SRC1 TRFRET art
CC(C)(C)OC(=O)C(Cc1ccc(OC(C)(C)C)cc1)NC(=O)CNC(=O)OCc1ccccc1 (stereo not drawn),1485,1707
COC(=O)C1CCN(C(=O)COC(=O)CCc2nc3ccccc3c(=O)[nH]2)CC1,1770,1718
O=C(COC(=O)CNC(=O)c1ccco1)NCc1ccc(F)cc1,1504,1712
Cc1nc2ccccc2nc(C)c1=NOCc1cccc(Cl)c1,1302,1774

More compounds:
molecule,SRC3 TRFRET art,SRC1 TRFRET art
CCOc1cc(/C=N\NC(=O)CC(=O)NCCc2ccccc2)ccc1O,1646,2009
O=C(O)CSc1ncccn1,1494,1894
Fc1ccc(NC(=S)N2CCc3ccccc3C2)c(F)c1,1802,1894
Cc1ccccc1NC(=S)NCc1ccc(Cl)cc1,1493,1624
Cc1cccc(OCC(=O)N/N=C/c2cc([N+](=O)[O-])ccc2N2CCOCC2)c1,1481,1590
O=C(NNS(=O)(=O)c1ccccc1)c1ccc(O)cc1,1436,1527
CCOC(=O)C1(CCOc2ccccc2)CCN(Cc2cccc3c2OCO3)CC1,1321,1602
CC(C)COc1ccc(-c2cc(C(=O)NN)[nH]n2)cc1,1644,1662
COc1ccc(CN(C)C(=O)CCl)cc1,1674,1824
COc1cc(S(=O)(=O)Nc2ccc(C)cc2)ccc1N=Cc1c(C)c(C#N)c(=O)n(C)c1O,1573,1763
Cn1cccc1/C=C1\SC(=S)N(NC(=O)c2ccccc2)C1=O,1280,1567
CC1=CC(C)C2(COC(=O)Nc3ccccc3)COC(C)C1C2C (stereo not drawn),1668,1728
